# ERa SRC1 inh = ERα–SRC-1 coactivator interaction inhibitors, primary screen, biochemical, TR-FRET, ERα LBD, estradiol-bound | TR-FRET ER-alpha LBD / SRC-1 peptide | inhibition, % at 25.6 µM | Estrogen receptor (Homo sapiens), P03372 | hit rate 1.7% among 86,000; in the data active = inhibition above about 50%;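 also: 0% = receptor plus peptide control and 100% = peptide only without receptor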
# Target sequence (P03372 whole entry, looked up, the tested form may be a part): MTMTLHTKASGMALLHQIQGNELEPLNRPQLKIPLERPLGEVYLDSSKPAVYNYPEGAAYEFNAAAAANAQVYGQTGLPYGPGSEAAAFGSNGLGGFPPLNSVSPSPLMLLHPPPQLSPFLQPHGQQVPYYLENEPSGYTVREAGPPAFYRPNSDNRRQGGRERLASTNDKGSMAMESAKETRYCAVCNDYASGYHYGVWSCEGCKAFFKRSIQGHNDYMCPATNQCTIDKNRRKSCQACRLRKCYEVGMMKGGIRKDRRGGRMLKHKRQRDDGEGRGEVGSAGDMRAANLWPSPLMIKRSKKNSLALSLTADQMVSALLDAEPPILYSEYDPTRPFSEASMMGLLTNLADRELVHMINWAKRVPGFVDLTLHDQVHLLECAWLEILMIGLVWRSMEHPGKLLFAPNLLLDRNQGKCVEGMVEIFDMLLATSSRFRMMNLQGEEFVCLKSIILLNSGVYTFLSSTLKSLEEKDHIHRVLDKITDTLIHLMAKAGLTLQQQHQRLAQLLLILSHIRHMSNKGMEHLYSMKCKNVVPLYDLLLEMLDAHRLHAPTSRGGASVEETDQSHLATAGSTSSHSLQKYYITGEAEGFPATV
# The depositor's hits bear a star; [ ] = another dose, or the depositor's remark. Some of the compounds tested; count on the stated rates, not on these rows.
ERa SRC1 inh | compound
-6 | CN1CCN(S(=O)(=O)c2ccc(-c3ccc(S(=O)(=O)N4CCN(C)CC4)cc3)cc2)CC1
10 | CCOC(=O)N1CCN(c2cc(C)nc3nc(C)nn23)CC1
15[fluorescence artefact?] | c1ccc(-c2nc3c4ccccc4nc(N4CCN(c5ccccn5)CC4)n3n2)cc1
-11 | c1ccc(-n2ncc3c(N4CCN(c5ccccn5)CC4)nc(N4CCCCC4)nc32)cc1
8 | C1=C(CCNc2ncnc3nc[nH]c23)CCCC1
-8 | CC(C)(Oc1ccc(CCNC(=O)c2ccc(Cl)cc2)cc1)C(=O)O
-2 | CCOC(=O)c1cc2c(=O)n3cccc(C)c3nc2n(C)c1=N
7[fluorescence artefact?] | Cc1cc2nc(NC3=NCN(Cc4ccc5c(c4)OCO5)CN3)nc(C)c2cc1C
-2 | CCOC(=O)CN1CC23C=CC(O2)C(C(=O)NCc2ccccc2OC)C3C1=O (stereo not given)
-6 | CCOC(=O)c1cnc(-n2nc(C)cc2C)nc1Nc1ccc2c(c1)OCO2
-3 | COC(=O)Cn1c(CN2CCN(c3ccccc3F)CC2)nc2c1c(=O)n(C)c(=O)n2C
-10 | COc1ccc(OC)c(C2/C(=C(\O)c3c(C)nc4ccccn34)C(=O)C(=O)N2CCCN(C)C)c1 (stereo not given)
-2[fluorescence artefact?] | Cc1cccc(-n2ncc3c(N4CCN(c5nc(C)cc(C)n5)CC4)ncnc32)c1
3 | Cn1c(C(=O)NCC2CCCO2)cc2c(=O)n(C)c3ccccc3c21 (stereo not given)
2 | COc1nc(-c2ccccc2)ccc1-c1noc(-c2ccc(F)cc2)n1

# Given as tab-separated lines: six of the compounds above
SMILES	ERa SRC1 inh
COC(=O)Cn1c(CN2CCN(c3ccccc3F)CC2)nc2c1c(=O)n(C)c(=O)n2C	-3
C1=C(CCNc2ncnc3nc[nH]c23)CCCC1	8
CN1CCN(S(=O)(=O)c2ccc(-c3ccc(S(=O)(=O)N4CCN(C)CC4)cc3)cc2)CC1	-6
CC(C)(Oc1ccc(CCNC(=O)c2ccc(Cl)cc2)cc1)C(=O)O	-8
COc1ccc(OC)c(C2/C(=C(\O)c3c(C)nc4ccccn34)C(=O)C(=O)N2CCCN(C)C)c1 (stereo not given)	-10
CCOC(=O)c1cc2c(=O)n3cccc(C)c3nc2n(C)c1=N	-2

# Following part:
ERa SRC1 inh | compound
-8 | Cc1ccc(-c2nn3c(-c4ccco4)nnc3c3ccccc23)cc1S(=O)(=O)N1CCOCC1
-7 | Cc1nn(C)c(C)c1S(=O)(=O)N1CCCC(C(=O)NC2CCCCCC2)C1 (stereo not given)
8 | CCOC(=O)c1cc2c(=O)n3cccc(C)c3nc2n(Cc2ccccc2Cl)c1=N
-9 | COc1ccc(-c2cn3c(C)c(C(=O)N4CCN(c5ccccc5)CC4)sc3n2)cc1
-1 | Cc1cc2ccccc2n1CCNC(=O)C(C)C
8 | CCOC(=O)CCCSc1nc2sc(C)c(C)c2c(=O)[nH]1
10 | CC(C)CCOc1ccc(C(=O)CCNC(C)C(=O)O)cc1 (stereo not given)
-5 | O=C(NCCc1ccc(Cl)cc1)c1nnc(Cc2ccc(Cl)cc2)o1
51*[fluorescence artefact?] | COC(=O)c1ccc(OC(=O)c2ccc(OCc3c(C)noc3C)c(OC)c2)cc1
4[fluorescence artefact?] | CCOC(=O)c1ccc(CNC(=O)c2cc3cccc(OC)c3oc2=O)o1
4 | O=C(O)CSC1=NCCN1
-5 | COc1ccc(-c2nc(CSCC(=O)N3CCc4ccccc4C3)c(C)o2)cc1OC
-5[fluorescence artefact?] | NC(=O)c1c(N)sc2c1CCCC2
1 | OC(CCCN1CCC(O)(c2ccc(Cl)cc2)CC1)c1ccc(F)cc1 (stereo not given)
3[fluorescence artefact?] | COc1ccc(Cl)cc1Nc1nc(N2CCCC2)nc(N2CCCC2)n1
4 | CC(=O)Nc1ccc(NC(=O)c2oc3cc(C)c(C)cc3c2C)cc1
-1 | CC(C)Cc1cc(C(=O)N2CCN(c3ccc(F)cc3)CC2)no1
-2 | CCOC(=O)CN(C)Cc1c[nH]c2ccccc12
-8 | COc1ccc(NC(=O)c2ccc3c(c2)n(C)c(=O)n3C)cc1
1 | COc1ccc2cc(CCNC(=O)C(C)(C)C)c(=O)[nH]c2c1
5[fluorescence artefact?] | N#Cc1ccccc1Cn1c(=O)n(CCCC(=O)NCc2ccc3c(c2)OCO3)c(=O)c2ccccc21
-1 | CCOC(=O)N1CCN(c2c(N3CCN(c4ccccn4)CC3)c(=O)c2=O)CC1
2 | CCOC(=O)c1ccc(N2Cc3cc(C)c(C)cc3C2)cc1O
-24 | CCc1c(C)nc(N)n2c(SCC(=O)N3CCN(c4ccccc4)CC3)nnc12
-6 | COC(=O)c1ccccc1NC(=O)Cn1cc2c(n1)CCC(C)C2 (stereo not given)
-2 | Cn1c(=O)[nH]c(=O)c2c1nc(CN1CCN(c3cccc(Cl)c3)CC1)n2Cc1ccccc1Cl
-3 | CCn1cc(C(=O)NCc2ccc(OC)cc2OC)c(=O)c2ccc(C)nc21
3[fluorescence artefact?] | COCCCNC(=O)CCCn1c(=O)c2ccccc2n(CC(=O)Nc2c(C)cc(C)cc2C)c1=O
-1 | CC1(C)CC(=O)C2=C(C1)N(CCN1CCOCC1)C1=C(C(=O)CC(C)(C)C1)C2c1ccc(Cl)cc1
0 | Cc1oc(-c2cccc(Cl)c2)nc1CN1CCC(C(=O)N2CCN(c3ccccc3F)CC2)CC1

# An excerpt from above in order of length of the SMILES, smallest number first.
ERa SRC1 inh | compound
-3 | CCn1cc(C(=O)NCc2ccc(OC)cc2OC)c(=O)c2ccc(C)nc21
-1 | CCOC(=O)N1CCN(c2c(N3CCN(c4ccccn4)CC3)c(=O)c2=O)CC1
5[fluorescence artefact?] | N#Cc1ccccc1Cn1c(=O)n(CCCC(=O)NCc2ccc3c(c2)OCO3)c(=O)c2ccccc21

# New compounds follow
ERa SRC1 inh | compound
-6 | CC1CN(c2nc3ccccc3nc2C(C#N)C(=O)NC2CCCCC2)CC(C)O1 (stereo not given)
-14 | CCOC(=O)CN1CC23C=CC(O2)C(C(=O)N2CCN(c4ccc(F)cc4)CC2)C3C1=O (stereo not given)
6 | CCN(CC)c1ccc(NC(=O)Cn2cc3c(n2)CCC(C)C3)c(C)c1 (stereo not given)
3 | Cn1c(=O)c2c(SCc3ccccn3)nc(C3CC3)nc2n(C)c1=O
-5 | CCC(C)N1CC23C=CC(O2)C(C(=O)OC)C3C1=O (stereo not given)
-4 | Cc1cc(Nc2ccc(F)cc2Cl)n2ncnc2n1
-2 | CC1CCCN(Cc2nc3c(c(=O)n(C)c(=O)n3C)n2CC(=O)c2ccccc2)C1 (stereo not given)
0 | CC1CCCN(C(c2ccccc2)c2sc3ncnn3c2O)C1 (stereo not given)
-2 | S=c1[nH]nc(-c2ccco2)n1C1CCCCC1
7 | CCOCCCNC(=O)c1cn(CC(C)C)c(=O)c2cc(OC)c(OC)cc12
-7 | O=C(NCc1ccc2c(c1)OCO2)C1CCCN(S(=O)(=O)c2cccs2)C1 (stereo not given)
7 | COc1ccc(-c2noc(COc3ccccc3OC)n2)cc1OC
1 | CC(NCCC(c1ccccc1)c1ccccc1)c1ccccc1 (stereo not given)
15 | CCCc1nnc(NC(=O)c2c(O)c3cccc4c3n(c2=O)CCC4)s1
-4 | Cc1ccc2cc(CCNC(=O)C(C)C)c(=O)[nH]c2c1

# Structures from the list above that have a thiophene ring, fused or not:
ERa SRC1 inh | compound
8 | CCOC(=O)CCCSc1nc2sc(C)c(C)c2c(=O)[nH]1
-5[fluorescence artefact?] | NC(=O)c1c(N)sc2c1CCCC2
-7 | O=C(NCc1ccc2c(c1)OCO2)C1CCCN(S(=O)(=O)c2cccs2)C1 (stereo not given)

# Carrying on:
ERa SRC1 inh | compound
-4 | Cc1nn(Cc2ccccc2)c2c1C(c1ccncc1)C(C#N)=C(N)O2 (stereo not given)
2 | CC(C)CN(C(=O)COC(=O)c1cc2ccccc2oc1=O)C1CCS(=O)(=O)C1 (stereo not given)
-3 | O=C(NC1CCCc2ccccc21)C1CCN(c2c(N3CCCC3)c(=O)c2=O)CC1 (stereo not given)
7 | Cn1c(=O)c2c(nc(CN3CCN(CCO)CC3)n2CCc2ccccc2)n(C)c1=O
3 | CCOC(=O)CN1CC23C=CC(O2)C(C(=O)Nc2ccc4c(c2)OCO4)C3C1=O (stereo not given)
5[fluorescence artefact?] | COC(=O)c1cccc(Oc2nc3c(c(=O)n(C)c(=O)n3C)n2Cc2ccc(C)cc2)c1
4[fluorescence artefact?] | Cc1nnc2sc(-c3cc4ccccc4o3)nn12
-10 | CCN(CC)c1ccc2cc(C(=O)Nc3cccnc3N3CCOCC3)c(=O)oc2c1
4 | CCn1c2ccccc2c2cc(Nc3cc(C)nc4ncnn34)ccc21
-8 | O=C1C(=O)N(CCCn2ccnc2)C(c2cccnc2)/C1=C(/O)c1ccc(Cl)cc1 (stereo not given)
24 | COc1ccc(Cn2c3nc4ccccc4nc3c3c(=O)n(Cc4ccco4)cnc32)cc1
-1 | Cc1c(C(=O)NCC2CCCO2)oc2ccc(S(=O)(=O)N3CCCCC3)cc12 (stereo not given)
-5 | c1ccc2c(c1)nc(N1CCN(C3CCCCC3)CC1)c1nnnn12
-12 | COc1ccccc1C1/C(=C(/O)c2cnn(-c3ccccc3)c2C)C(=O)C(=O)N1CCN(C)C (stereo not given)
-6 | COC(=O)C1=C(C)n2cnnc2NC1c1ccc(Cl)cc1 (stereo not given)
-3 | CCn1c(=O)c(C2=NS(=O)(=O)c3ccccc3N2)c(O)c2ccccc21
2 | Clc1ccc(C2CC(c3cccs3)n3ncnc3N2)c(Cl)c1 (stereo not given)
-3 | Cc1cccn2c(=O)c3cc(C(=O)NCCN4CCOCC4)n(Cc4ccccc4)c3nc12
-6 | O=c1[nH]c(=O)n([C@H]2C[C@H](O)[C@@H](CO)O2)cc1F
-2 | Cc1cc(C(=O)N2CCc3ccccc32)n(-c2ccccc2)n1
-6 | Cc1cc(C)n(Cc2ccccc2F)c(=O)c1C#N
-4 | O=C(Cn1cnc2c(nnn2Cc2ccccc2)c1=O)N1CCN(c2ccccc2)CC1
-5 | CCN(CCCc1ccccc1)CCCc1ccccc1
22 | COc1ccc(CCNS(=O)(=O)c2ccc3c(c2)oc(=O)n3C)cc1OC
2 | O=P(O)(CN1CCCCC1)CN1CCCCC1
-6 | O=C(NCCn1ccc2ccccc21)C1CCCCC1
19 | CCOC(=O)c1c(NC(=O)c2ccc(-n3cnnn3)cc2)sc2c1CCCC2
3 | Cc1sc2nc(SCC(=O)N3CCOCC3)[nH]c(=O)c2c1C
-7 | Cc1[nH]c(=O)[nH]c(=O)c1S(=O)(=O)N1CCCC(C(=O)N2CCC(Cc3ccccc3)CC2)C1 (stereo not given)
-5 | CCN1CCN(C(c2cccs2)C(C)NC(=O)C(C)C)CC1 (stereo not given)
-2 | COc1cccc(C(c2sc3nc(C)nn3c2O)N2CCN(C(=O)c3ccco3)CC2)c1 (stereo not given)
-39[fluorescence artefact?] | Cc1ccc(Cl)cc1N1CCN(C(=O)CCS(=O)(=O)c2cccc3nonc23)CC1
-2 | CCc1ccc2nc(NC3=NCN(CCCN4CCOCC4)CN3)nc(C)c2c1
2 | Cc1ccc(S(=O)(=O)c2cc3c(=O)n4ccccc4nc3n(CC3CCCO3)c2=N)cc1C (stereo not given)
-10 | CCC1CCCCN1Cc1nc2c(c(=O)n(C)c(=O)n2C)n1Cc1cccc2ccccc12 (stereo not given)
-6 | Cc1c(C(=O)NCc2ccco2)sc2nc(-c3ccccc3)cn12
3 | Cc1cc2cc(CN3C(=O)c4ccccc4C3=O)ccc2[nH]1
-6 | CCOC(=O)C1=C(C)Nc2nc(C)nn2C1c1ccc(OC)c(OC)c1 (stereo not given)
-2 | CC(C)Sc1nnc(NC(=O)C2CC2)s1
27 | CC1=C(C(=O)NCc2ccc3c(c2)OCO3)C2(CCC(C)CC2)OC1=O (stereo not given)
-1 | COc1ccccc1CNC(=O)c1cnc2ccccn2c1=O
9[fluorescence artefact?] | Cc1ccc(CC(=O)N2CCC(c3nc4c(nnn4Cc4ccccc4)c(=O)[nH]3)CC2)cc1
12 | COc1ccc(-n2c(Cc3cccn3C)nnc2SCC(=O)Nc2cc(C)cc(C)c2)cc1
14 | Cc1ccc(NC(=O)C2C3C=CC4(CN(Cc5cccnc5)C(=O)C24)O3)cc1F (stereo not given)
-1 | CC1CCN(C(=O)CSc2ccc3nnc(-c4ccc(F)cc4)n3n2)CC1
0 | Nc1nnc(N2CCc3ccccc32)s1
-9 | Cc1ccc(OCC(=O)Nc2cc(-c3nn4c(C)nnc4s3)ccc2C)cc1
23[fluorescence artefact?] | O=C(CSc1ncnc2c1oc1ccccc12)Nc1ccccc1C(F)(F)F
2 | Cn1c(Cn2c(=O)sc3ccccc32)nnc1SCC(=O)N1CCCc2ccccc21
3 | CC(=O)Nc1cccc2c1[n+]([O-])c(C)c(C)[n+]2[O-]
-3 | O=c1ccc2cc(O)c(O)cc2o1
-6 | Cc1noc(C)c1CSc1nnc2cc(C)c3ccccc3n12
1 | Cc1ccc(Cl)cc1N1CCN(C(=O)C2CCC(=O)N2C(C)C)CC1 (stereo not given)
20 | COc1cc(Cl)c(S(=O)(=O)N2CCN(Cc3ccc4c(c3)OCO4)CC2)cc1Cl
-12 | Fc1ccc(Cc2nnc(-c3cccs3)o2)cc1
48[fluorescence artefact?] | O=c1cc(-c2ccccc2Cl)c2c([nH]1)CCC2
-5 | CC1CCc2nn(CC(=O)NCCC3=CCCCC3)cc2C1 (stereo not given)
2 | Cc1ccc2c(COC(=O)c3cnc(C)cn3)cc(=O)oc2c1
-11 | CC1CN(c2nc3c(c(=O)n(C)c(=O)n3C)n2Cc2c(Cl)cccc2Cl)CC(C)O1 (stereo not given)
44 | CCC(C)n1c(C)nc2c(c1=O)c1nc3ccccc3nc1n2-c1ccc2c(c1)OCCO2 (stereo not given)

# (listing goes on)
ERa SRC1 inh | compound
12 | CC1CCc2c(sc(NC(=O)c3noc4c3CCCC4)c2C(N)=O)C1 (stereo not given)
0 | Cc1ccc2c(c1)[nH]c1c(N3CCN(Cc4ccc5c(c4)OCO5)CC3)ncnc12
-20 | COC(=O)NCC(c1cccnc1)N1CCN(c2ccccc2F)CC1 (stereo not given)
3 | Cc1ccc(C)c2[nH]c(=O)c(CCNC(=O)CC(C)C)cc12
14 | Cc1ccc2cc(C(c3nnnn3C(C)(C)C)N3CCCC3)c(=O)[nH]c2c1C (stereo not given)
-2 | O=C(NCCn1cc(SCC(=O)N2CCOCC2)c2ccccc21)c1ccccc1
